Screening data: PubChem, several laboratories
KLF5 inhibitor – inhibitors of KLF5 expression; DLD-1 KLF5 promoter-luciferase reporter, luminescence; inhibition, % at 5 µM; actives 0.23% (n = 290,000); AID 1700;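 active = inhibition above a per-plate limit of that plate's mean compound inhibition plus 3 SD, cut at about 60% in these data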;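 note: 0% = DMSO wells and 100% = LY294002 at 200 µM; higher means less KLF5 promoter-driven luciferase light; inactives centre near -14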
HSP90 inh – blocks HSP90-mediated luciferase refolding in reticulocyte lysate; actives 0.91% (n = 290,000); AID 1789; Rabbit reticulocyte lysate, luciferase refolding luminescence, 3 h; inhibition, % at 5.6 µM;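 active = inhibition above the screen-wide mean plus 3 SD, computed separately per campaign, cut at about 16% in these data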;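 note: 0% = DMSO wells and 100% = 60 µM geldanamycin wells; inhibitors lower the luminescence because luciferase stays unfolded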
IEC-6 tox – IEC-6 cytotoxicity, counter-screen for KLF5 inhibitors; luminescence viability; inhibition, % at 5 µM; actives 0.78% (n = 290,000); AID 1825; in the data active = inhibition above about 22%;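 note: 0% = plate median of test compound wells and 100% = cytotoxic reference compound wells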
AI-2 QS modul – Vibrio harveyi AI-2 quorum sensing modulation; Vibrio harveyi JMH597 AI-2 luminescence/OD600 ratio, 9 h; stronger effect = lower value; strain lacks LuxN and CqsS sensors; 0 = neutral-control median; activity change, % at 7.5 µM; actives 0.4% (n = 300,000); in the data active = activity change below about -75%, passing the limit was not always enough; inconclusive = no clear call, values can overlap the other calls;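 note: luminescence divided by OD600 gain over 9 h not by final OD600 alone; inactives centre near 13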
HSF1 activator – increases HSF-1 driven luciferase reporter signal. NIH3T3-HGL HSF-1 luciferase reporter, MG132, 8 h; 100% = twice DMSO control signal. activation, % at 9 µM. actives 1.7% (n = 300,000). AID 504408;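 active = mean replicate activation of at least 50% with a set share of replicates each reaching 50%; inconclusive = only one of those two conditions met; inactive = mean below 50% and too few replicates reaching it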;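 note: 0% = median of the neutral control wells and 100% = twice that signal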
aSyn UTR inh – MLPCN primary screen, SNCA 5' untranslated region; alpha-synuclein 5'UTR reporter, inhibitor activity; inhibition, % (tested at 7.5 µM); actives 0.82% (n = 300,000); AID 1813; in the data active = inhibition above about 60%; inconclusive = no clear call, values can overlap the other calls;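 note: H4 neuroglioblastoma cells stably carrying SNCA 5'UTR luciferase fusion; 0% = DMSO wells and 100% = positive control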
HIF activator – HIF pathway transcriptional activation; U2OS HRE-luciferase reporter, luminescence; normalized: DMSO 0%, desferrioxamine 100%; activation, % at 7.5 µM (by protocol); actives 0.32% (n = 300,000); AID 1910;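 active = mean activation of at least 10% of the iron chelator positive control signal, with at least half of replicates also reaching 10%; inconclusive = mean and replicate majority disagree about reaching 10%; inactive = mean and most replicates under 10%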
SKKanGAS inh – SKKanGAS growth inhibition; AID 1662; S. pyogenes SKKanGAS, kanamycin growth, BacTiter-Glo, 6 h; inhibition, % at 7.5 µM; actives 1.3% (n = 300,000);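 active = mean replicate score, as percent of positive control median, at least 50; inconclusive = mean below 50 but one replicate at or above 50; inactive = mean and every replicate below 50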;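 note: strain carries kanamycin resistance gene driven by streptokinase promoter and grows in 40 µg/ml kanamycin; loss of luminescence reflects streptokinase promoter inhibition or plain growth inhibition; 0% = median of DMSO wells and 100% = positive control at its reference dose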
HSF1 inhib – HSF1 inhibition | NIH3T3-HGL HSE-luciferase, MG132-induced, luminescence 8 h; stronger effect = lower value | activity change, negative = inhibition, % at 7.5 µM (by protocol) | actives 0.77% (n = 300,000);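 active = more than half of replicate wells show activity change below -50%, luminescence cut by over half; inconclusive = some wells, but at most half, below -50%; inactive = no replicate well below -50%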;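 note: luciferase reports HSF-1 transcriptional activity via heat shock element; 0% = median of DMSO wells and -100% = zero luminescence signal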
Platelet DG rel – modulates dense granule release in human platelets. inhibition, %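 (compounds screened at 7.5 µM in platelet-rich plasma)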. actives 0.22% (n = 300,000). AID 1663. human platelet-rich plasma, SFLLRN dense granule ATP release, luminescence;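 active = mean replicate score, as percent of positive control, at or above 50; inconclusive = mean below 50 but at least one replicate at or above 50; inactive = mean and every replicate below 50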
An asterisk follows results filed as active; ? = inconclusive; / = not tested or not shown. Hits appear at their usual frequency; overall some 6% were active at least once.

canonical_smiles,HSF1 inhib,KLF5 inhibitor,aSyn UTR inh,SKKanGAS inh,HSF1 activator,Platelet DG rel,HIF activator,HSP90 inh,AI-2 QS modul,IEC-6 tox
COc1ccc(C2=C(C=O)Cc3ccccc3O2)cc1,-9,/,98*,-7,-9,20,0.1,/,1,/
COCCn1c(=NC(=O)c2ccc(S(=O)(=O)N3CCOCC3)cc2)sc2cc(S(N)(=O)=O)ccc21,-1,-38,7,7,-11,-1,-0.7,4,17,6
Cc1ccc(NC(=O)C(C)OC(=O)Cc2c[nH]c3ccccc23)cc1 (stereo not given),5,/,-57,-6,2,-7,0.0,/,21,/
Cc1ccc(F)cc1NC(=O)c1c(-c2ccccc2)noc1C,4,5,-6,8,26,-21,/,-1,10,2
C=CCn1c(SCC(=O)Nc2nnc(CC)s2)nnc1-c1ccco1,-2,-14,-6,2,0,3,-3.8,1,-45,-4
COc1ccc(OC)c(S(=O)(=O)N2CCCC(C(=O)NCc3ccco3)C2)c1 (stereo not given),4,-3,10,2,-13,2,0.0,-5,17,2
O=C(Nc1cccc(F)c1)Nc1cnccn1,0,-60,-35,2,27,2,-0.4,2,14,-4
O=C(Nc1ccc2c(c1)OCO2)C(c1ccccc1)N1CCCCC1 (stereo not given),-4,/,-2,-7,6,-3,-0.2,/,31,/
CC(=O)Nc1ccc(S(=O)(=O)Oc2ccc(C(=S)N3CCC(O)CC3)cc2)cc1,-4,16,-21,7,37,-8,0.2,-2,6,-2
COc1cccc(CNC(=O)CN2C(=O)COc3ccc(S(=O)(=O)N4CCC(C)CC4)cc32)c1,-10,-21,23,-2,-15,-11,-0.1,0,12,0
Cc1ccc(C(=O)CN2CCC(NC(=O)C3CCCCC3)CC2)cc1,4,-2,32,-3,-4,-3,-0.4,1,15,3
Cc1ccnc(NS(=O)(=O)c2ccc(NC(=O)c3ccc([N+](=O)[O-])s3)cc2)n1,1,-22,-36,2,-4,-2,-0.7,-1,38,-7
COc1cc(C2NC(=O)c3ccccc3O2)cc(OC)c1OC (stereo not given),0,-8,-4,0,6,7,0.1,0,19,-2
O=C(CCc1nc2ccccc2c(=O)[nH]1)N1CCN(c2ccc(F)cc2)CC1,-2,-26,17,-12,29,0,-0.3,0,-10,0
COc1ccc(N2CCN(CCCNC(=O)C3CCCN(S(=O)(=O)c4c(C)n[nH]c4C)C3)CC2)cc1 (stereo not given),-4,-4,-23,-3,2,-1,-0.2,-4,19,0
COc1cccc(-c2cc(C(F)(F)F)nc(N3CCOCC3)n2)c1,-4,3,39,4,-4,5,0.4,4,8,-2
Cc1cc(C(=O)NNC(=S)NCc2ccccc2)cs1,0,-8,14,3,17,20,0.1,-2,12,-2
CCCCn1c(N)c(N(CCOC)C(=O)c2ccc(-n3c(C)ccc3C)cc2)c(=O)[nH]c1=O,-6,/,-14,-1,0,0,-1.6,/,6,/
O=S(=O)(Nc1ncccn1)c1ccc(NS(=O)(=O)c2cc(Cl)ccc2Cl)cc1,-16,0,-4,-18,23,-6,-0.5,-2,-7,-6
Cc1ccc(NC(=S)NC(=O)C2CC2)cc1Cl,/,-65,/,/,/,/,/,3,-39,-4
CCCN1CCN(C(=O)C2CCN(S(=O)(=O)c3ccc4c(c3)NC(=O)C(C)S4)CC2)CC1 (stereo not given),4,-15,-51,5,16,-34,-0.3,-7,21,-6
c1ccc(Cn2c(CSc3nnnn3-c3ccccc3)nc3ccccc32)cc1,11,-4,-23,40,21,-8,-0.5,0,1,-1
NC(=O)C1CCN(c2ccc3c(c2)S(=O)(=O)c2ccccc2C3=O)CC1,-24,/,-63,5,-33,-4,1.2,/,3,/
COC(=O)C1N[C@@H]([C@@H](NC(=O)COc2ccccc2)C(=O)NC2CC2)SC1(C)C (stereo not given in full),-5,/,6,-4,0,-1,-0.4,/,15,/
CCOc1cc(/C=C2/C(=N)N3OC(C)=CC3=NC2=O)ccc1OCCOc1ccccc1,9,-35,-6,0,14,0,0.9,3,0,6
OCCCc1nc2n(n1)C(c1ccccc1)C=C(c1ccccc1)N2 (stereo not given),5,-22,6,-3,8,0,-0.2,-3,32,-5
CC(=O)c1c(N2CCCC2)nc(=S)n(-c2ccccc2)c1C,-8,-15,-1,-1,-5,-5,-0.4,6,7,1
COc1ccc(/C=C/C(=O)OCC(=O)NC(=O)NC(C)(C)C)cc1,-5,13,-7,2,-2,15,1.0,-2,-11,-2
O=C1N/C(=C/c2ccsc2)C(=O)N1c1ccccc1,9,-43,-96,1,20,-4,1.9,-2,22,-2
COc1ccc2cc(/C=N/NC(=O)c3c(Cl)cnn3C)c(Cl)nc2c1,8,1,14,-2,1,-7,0.0,7,-5,7
CCOC(=O)CSc1ncnc2c(C(=O)OCC)c3n(c12)CCC3,7,-22,0,3,12,3,0.2,1,10,4
COc1ccccc1NC(=O)CSc1n[nH]c(Cc2ccccc2)n1,-1,-12,11,4,3,4,-0.2,-3,21,-2
CCOC(=O)N1CCN(C(=O)CCc2c(C)nc3c(c(C)nn3-c3ccc(C)c(C)c3)c2C)CC1,-2,-12,-10,22,7,10,0.2,1,12,8
COc1cccc(/C=C/C(=O)Nc2ccc(OC)nc2)c1,10,-74,-41,3,6,8,0.7,-6,-4,-7
CC(/C=N/NC(=O)c1c(Br)cnn1C)=C\c1ccccc1,5,-22,-51,-7,-3,-11,1.4,0,47,-1
O=C/C(=C\Nc1ccc(Cl)cn1)c1nc2cc(Cl)ccc2o1,-7,9,9,0,-5,5,0.7,0,47,5
Cc1ccc(NC(=O)CNC(=O)Cn2cnc3sc(C)c(C)c3c2=O)cc1F,-5,-24,10,-1,-12,19,-0.3,4,7,5
O=C(CSc1ccccn1)Nc1ccc(Br)cn1,4,-26,-35,9,36,5,1.1,-4,12,-7
O=C(NCc1cc([N+](=O)[O-])ccc1O)c1cccc(NS(=O)(=O)c2ccccc2)c1,-8,-16,-15,12,-8,-3,-0.3,-1,32,-1
CN1CCN(Cc2nnc(-c3ccccc3)o2)CC1,12,9,-15,-4,25,-2,-0.2,-4,14,-2
O=C(COc1ccccc1)NCC(=O)NC1CCCCC1,-3,5,23,-2,-10,3,0.5,1,4,2
CCN(Cc1ccccc1)S(=O)(=O)c1ccc(C(=O)N(CCCN(C)C)c2nc3cc4c(cc3s2)OCCO4)cc1,-30,/,-29,4,-42,-18,-0.5,/,10,/
CCOc1ccc(S(=O)(=O)N(CC(=O)NCc2ccncc2)c2ccc(C)cc2)cc1,-3,-8,7,-1,28,-3,-0.1,5,7,4
CN(CC(=O)NCc1ccccn1)S(=O)(=O)c1ccc(Cl)cc1,-3,-27,10,-15,-13,-8,0.0,4,6,3
Cc1cccc(NC(=O)NC2CCCc3ccccc32)c1 (stereo not given),6,-44,16,-8,21,28,-0.3,7,-2,5
COc1ccc(Cn2nnnc2C(c2cc3cccc(C)c3[nH]c2=O)N2CCN(C)CC2)cc1 (stereo not given),?,4,-17,-3,-58,-1,-0.5,-3,11,6
COCCNC(=O)COc1ncnc2scc(-c3ccc(F)cc3)c12,-2,-7,-14,/,-8,-4,-0.1,2,18,2
COc1ccc(Cc2nnc(NC(=O)c3ccc(C)cc3)s2)cc1OC,-6,-15,-3,-3,-17,3,2.3,-3,20,-11
N#Cc1nnn(Cc2ccccc2)c1N,-1,-18,14,8,11,-2,0.6,-2,7,-8
CCOc1cc(N2CCOCC2)c(OCC)cc1NC(=O)Cn1cnc2c(=O)n(C)c(=O)n(C)c21,7,5,17,-2,16,10,-0.2,2,6,6
CCn1c(=O)c2cc(C(=O)N3CCCC3)sc2c2ccccc21,-4,-5,-13,-10,3,2,-0.2,5,21,5
Cc1ccccc1NC(=O)C(=O)NCc1ccccn1,4,-10,-1,-6,-12,-8,0.3,-5,18,-1
CCOC(=O)CCCCC(=O)c1[nH]c(=O)[nH]c1CN1CCOCC1,5,-42,3,2,-1,9,/,-1,32,-10
CC(C)NC(=O)C(=O)NC1CCCCCC1,1,6,-29,-5,4,-5,0.6,9,29,5
COc1ccc(/C=N/NC(=O)c2cc(C)on2)c2ccccc12,0,-22,-8,-6,-10,/,-0.7,0,16,9
COc1ccc(-c2nn(CC(=O)N(C)C)c(=O)c3ccccc23)cc1,-6,-21,20,8,2,-6,0.1,0,7,0

Remaining list, next part.
canonical_smiles,HSF1 inhib,KLF5 inhibitor,aSyn UTR inh,SKKanGAS inh,HSF1 activator,Platelet DG rel,HIF activator,HSP90 inh,AI-2 QS modul,IEC-6 tox
COc1ccc(S(=O)(=O)NNC(=O)c2cc3ccccc3o2)cc1,-8,-8,-3,4,-13,1,-0.3,-1,13,-6
CCCN(C(=O)CSc1nnc(-c2ccoc2C)n1N)C1CCS(=O)(=O)C1 (stereo not given),-6,-6,-2,-2,-6,3,-0.3,-2,2,-2
FC(F)(F)c1cccc(CN2CCN(c3ncccn3)CC2)c1,5,/,-12,4,-15,-2,0.2,/,20,/
Cc1ccnc(SCC(=O)N2CCN(C(c3ccccc3)c3ccccc3)CC2)n1,6,-8,-10,3,-5,2,-0.5,16*,26,8

In the list so far, 2 contain a CF3 group:
canonical_smiles,HSF1 inhib,KLF5 inhibitor,aSyn UTR inh,SKKanGAS inh,HSF1 activator,Platelet DG rel,HIF activator,HSP90 inh,AI-2 QS modul,IEC-6 tox
COc1cccc(-c2cc(C(F)(F)F)nc(N3CCOCC3)n2)c1,-4,3,39,4,-4,5,0.4,4,8,-2
FC(F)(F)c1cccc(CN2CCN(c3ncccn3)CC2)c1,5,/,-12,4,-15,-2,0.2,/,20,/

Entries of single compounds, looked up by structure.
Listed for Cc1ccnc(SCC(=O)N2CCN(C(c3ccccc3)c3ccccc3)CC2)n1 : HSF1 inhib = 6; KLF5 inhibitor = -8; aSyn UTR inh = -10; SKKanGAS inh = 3; HSF1 activator = -5; Platelet DG rel = 2; HIF activator = -0.5; HSP90 inh = 16*; AI-2 QS modul = 26; IEC-6 tox = 8
Listed for FC(F)(F)c1cccc(CN2CCN(c3ncccn3)CC2)c1 : HSF1 inhib = 5; KLF5 inhibitor = /; aSyn UTR inh = -12; SKKanGAS inh = 4; HSF1 activator = -15; Platelet DG rel = -2; HIF activator = 0.2; HSP90 inh = /; AI-2 QS modul = 20; IEC-6 tox = /
